OX1R antag: blocks the human orexin 1 receptor | O43613 | CHO/OX1R cells, Fluo-8 calcium fluorescence, orexin A | inhibition, % at 5 µM | 330,000 tested, 0.43% active;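 active means inhibition above its plate's threshold, mean inhibition of all tested compounds on the plate plus 3 SD, cut at about 37% in these data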;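 further: 0% = orexin A challenge wells and 100% = SB-334867-A antagonist wells; not every result past the cut was called active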
Target sequence (O43613 whole entry, looked up): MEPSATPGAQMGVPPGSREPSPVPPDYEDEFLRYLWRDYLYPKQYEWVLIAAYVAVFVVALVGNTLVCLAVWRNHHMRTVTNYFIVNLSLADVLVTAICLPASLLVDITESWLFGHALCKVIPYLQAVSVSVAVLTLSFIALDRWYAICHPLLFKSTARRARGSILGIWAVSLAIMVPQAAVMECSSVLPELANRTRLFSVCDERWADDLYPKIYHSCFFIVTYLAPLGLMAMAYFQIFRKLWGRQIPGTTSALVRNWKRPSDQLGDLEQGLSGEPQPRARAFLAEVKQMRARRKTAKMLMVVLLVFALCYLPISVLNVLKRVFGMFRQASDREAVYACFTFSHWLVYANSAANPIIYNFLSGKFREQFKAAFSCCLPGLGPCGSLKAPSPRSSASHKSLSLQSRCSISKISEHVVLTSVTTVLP
CHT PAM: human CHT allosteric activation. 310,000 tested, 0.49% active. Q9GZV3. B-score at 10 µM. CHT-expressing cells, membrane potential dye, choline EC20; stronger effect = higher value; LV-AA mutant CHT in HEK293 cells;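 active means initial fluorescence not abnormally high and integrated response B-score, plate-corrected, over 3 SD above library mean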
Target sequence (Q9GZV3 whole entry, looked up): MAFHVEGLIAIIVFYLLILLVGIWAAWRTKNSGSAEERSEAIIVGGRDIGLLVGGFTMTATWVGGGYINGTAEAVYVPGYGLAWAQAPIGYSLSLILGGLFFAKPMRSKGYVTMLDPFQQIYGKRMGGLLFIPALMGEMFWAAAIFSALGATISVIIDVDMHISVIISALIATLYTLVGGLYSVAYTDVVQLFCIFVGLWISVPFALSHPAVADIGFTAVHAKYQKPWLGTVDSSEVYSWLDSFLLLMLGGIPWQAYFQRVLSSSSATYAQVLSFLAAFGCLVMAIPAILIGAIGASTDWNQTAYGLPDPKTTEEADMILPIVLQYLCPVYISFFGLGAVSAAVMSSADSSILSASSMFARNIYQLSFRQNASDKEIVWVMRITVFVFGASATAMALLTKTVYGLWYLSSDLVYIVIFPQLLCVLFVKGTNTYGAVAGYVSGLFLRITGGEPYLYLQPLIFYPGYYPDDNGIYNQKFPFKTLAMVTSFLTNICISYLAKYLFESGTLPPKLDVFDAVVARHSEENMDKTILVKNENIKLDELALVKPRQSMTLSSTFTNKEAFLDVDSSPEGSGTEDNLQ
An asterisk follows results filed as active; i = inactive; / = not tested or not shown.

The opening six entries as a preview:
Every second line gives: CHT PAM	OX1R antag
CCOC(=O)C1CCCN(C(=O)c2ccc(CS(=O)(=O)Cc3ccccc3C)o2)C1 (configuration not stated)
 : i	-33
CCOC(=O)[C@@H]1[C@H]2COc3cc(OC)ccc3[C@H]2N2C(=O)N(c3ccc(C(F)(F)F)cc3)C(=O)[C@]12C
 : /	31
O=C(CSC1=NCCS1)N1CCOCC1
 : i	-15
CSc1nc(C(=O)N2CCCC(C(=O)c3ccc(Cl)cc3)C2)cs1 (configuration not stated)
 : i	-33
CC(=O)c1cccc(NC(=O)CN2C(=O)COc3ccc(Cl)cc32)c1
 : i	-26
COc1ccc(Cc2nc3ccccc3[nH]2)cc1OC
 : i	-14

All compounds of this part, previewed entries included:
Every second line gives: CHT PAM	OX1R antag
CCOC(=O)C1CCCN(C(=O)c2ccc(CS(=O)(=O)Cc3ccccc3C)o2)C1 (configuration not stated)
 : i	-33
CCOC(=O)[C@@H]1[C@H]2COc3cc(OC)ccc3[C@H]2N2C(=O)N(c3ccc(C(F)(F)F)cc3)C(=O)[C@]12C
 : /	31
O=C(CSC1=NCCS1)N1CCOCC1
 : i	-15
CSc1nc(C(=O)N2CCCC(C(=O)c3ccc(Cl)cc3)C2)cs1 (configuration not stated)
 : i	-33
CC(=O)c1cccc(NC(=O)CN2C(=O)COc3ccc(Cl)cc32)c1
 : i	-26
COc1ccc(Cc2nc3ccccc3[nH]2)cc1OC
 : i	-14
Cc1ccc(C)c(S(=O)(=O)N2CCN(C(=O)c3ccnn3C)CC2)c1
 : i	-20
C=CCc1ccc(OCCOCCOc2cccc3ccc(C)nc23)c(OC)c1
 : i	-10
COc1ccc(-c2nnc3sc(COc4ccc(C)cc4)nn23)cc1
 : i	-9
CC(Oc1ccccc1F)C(=O)NNC(=O)C1CC(=O)N(c2ccc3c(c2)OCCO3)C1 (configuration not stated)
 : i	5
Cc1onc(-c2c(Cl)cccc2Cl)c1C(=O)Nc1nc(C(C)(C)C)cs1
 : i	-28
CCN1C(=O)/C(=C\N2CCN(c3cccc(Cl)c3)CC2)SC1=S
 : i	-26
O=C(CN1CCCC1=O)NC1CCCc2c1cnn2-c1cc(F)cc(F)c1 (configuration not stated)
 : i	-12
Cc1nc2nc(SCC(=O)NCc3ccco3)nn2c(C)c1Cc1ccccc1
 : i	-27
CC(C)OC(=O)CSc1n[nH]c(-c2cccnc2)n1
 : i	-22
CC(C)CC(=O)Nc1ccc(N2CCN(C(=O)c3cccs3)CC2)cc1
 : i	-5
O=C(CSc1ccc(Cl)cc1)N1CCCC1
 : i	-10
COc1ccc(C(=O)COC(=O)c2cc([N+](=O)[O-])ccc2N2CCOCC2)c(OC)c1
 : i	-18
CCCCCOCC(O)CCC(=O)NN (configuration not stated)
 : i	-7
CCc1nnc(NS(=O)(=O)c2ccc(N/C=C/C(=O)c3ccc(C)cc3)cc2)s1
 : i	-25
CCCCCCCN1C(Nc2ccccc2)=NC[C@@H]1C
 : i	-33
CCOC(=O)CSCC(=O)Nc1c(C(=O)C2CC2)oc2ccccc12
 : i	-9
COc1ccc(CNC(=O)C2CSC(=O)C2)cc1 (configuration not stated)
 : i	-2
CCOc1ccc(/C=N/n2c(SC)nnc2-c2ccccc2)cc1OCC
 : i	-23
Cc1ccc(N/C(N)=N/c2nc(CSc3nnc(C)s3)cc(=O)[nH]2)c(C)c1
 : 6.9*	-27
CC1CCCN(C(=O)c2ccccc2OC2CCN(S(C)(=O)=O)CC2)C1 (configuration not stated)
 : i	-9
COCCN(C(=O)Cc1ccc(OC)c(OC)c1)c1nc(-c2cc(OC)ccc2OC)cs1
 : i	/
Nc1nnn(CC(=O)N/N=C/c2ccccc2Cl)n1
 : i	-2
COc1ccc(O)c(C(=O)c2cnn(C(=O)c3ccc(C)cc3)c2)c1
 : /	-22
COC(=O)c1cn(CC(=O)N2CCCCC2C)c2ccccc12 (configuration not stated)
 : i	-8
CS(=O)(=O)NCCNc1ccc(C(F)(F)F)cc1[N+](=O)[O-]
 : i	-7
Cc1cc(C)c(OCC(=O)OCC(=O)NNC(=O)c2ccccc2F)c(C)c1
 : /	-22
COCCNC(=O)C(c1c[nH]c2ccccc12)N(C(=O)c1snc(C(N)=O)c1N)c1cccc(OC)c1 (configuration not stated)
 : i	-31
FC(F)(F)c1ccccc1N/N=C/c1cccnc1
 : i	-11
COc1ccc(CCC(=O)N2CCN(S(=O)(=O)c3cccc(Cl)c3)CC2)cc1
 : /	-3
CSCCC(NC(=O)COc1ccccc1)C(=O)N1CCCC(C(F)(F)F)C1 (configuration not stated)
 : i	-43
Cc1cc(=O)oc2c3c(cc(OCC(=O)N[C@@H](Cc4ccccc4)C(=O)O)c12)OC(C)(C)CC3
 : i	2
Cc1cccc(C(=O)Nc2nsc(N)n2)c1
 : i	3
O=C(CCCOc1ccc(Cl)cc1Cl)Nc1ccncc1
 : i	14
Cc1cc(=O)c2cc3nc(-c4cccnc4)oc3c(Br)c2o1
 : i	-21

One compound at a time (already shown). Order of values: CHT PAM | OX1R antag
Entry for COC(=O)c1cn(CC(=O)N2CCCCC2C)c2ccccc12 (configuration not stated) : i | -8
Entry for Cc1cccc(C(=O)Nc2nsc(N)n2)c1 : i | 3
Entry for CC1CCCN(C(=O)c2ccccc2OC2CCN(S(C)(=O)=O)CC2)C1 (configuration not stated) : i | -9

Further compounds:
Every second line gives: CHT PAM	OX1R antag
COc1cc(NC(=O)C2CC(=O)NC3=C2C(=O)CC(C)(C)C3)c(OC)cc1Cl (configuration not stated)
 : i	-29
CC(=O)Nc1ccc(NCN2C(=O)[C@@H]3[C@H]4CC[C@H](C4)[C@@H]3C2=O)cc1
 : i	-11
CCNc1nc(N)nc(-c2cc(Cl)ccc2OC)n1
 : i	-18
CCCC(=O)Nc1c2c(nn1-c1ccc(OC)cc1)CS(=O)(=O)C2
 : i	-2
COCCNC(=O)c1snc2ccc(Cl)cc12
 : i	-11
CCCc1[nH]nc2c1C(c1cccnc1)C(C#N)=C(N)O2 (configuration not stated)
 : i	-6
Cc1ccc(S(=O)(=O)NC(=O)NN2CCCCCC2)cc1
 : i	-21
Cc1cc(C)n(-c2ccc(C(=O)OCC(=O)Nc3ccccc3[N+](=O)[O-])cc2)n1
 : i	-27
O=C(CN1CCC(c2nc3ccccc3[nH]2)CC1)NCc1ccc2c(c1)OCO2
 : i	-32
CCC(C)NC(=O)CN1C(=O)COc2ccc(S(=O)(=O)N3CCOCC3)cc21 (configuration not stated)
 : i	-6
CCOC(=O)N1CCN(C(=O)c2cccc(S(=O)(=O)Nc3ccc(Br)cc3)c2)CC1
 : i	-39
COc1ccc(NC(=O)CSc2ncccn2)cc1S(=O)(=O)N1CCCCC1
 : /	-10
CCC(C(=O)NCCCN1CC(C)CC(C)C1)n1nc(C)c2sc3ccccc3c2c1=O (configuration not stated)
 : i	-24
COc1ccc2oc(C(=O)OCC(=O)N3CC(C)CC(C)C3)c(C)c2c1 (configuration not stated)
 : i	-15
COc1ccc2c(c1)nc(SCC(O)c1ccccc1)n2C (configuration not stated)
 : i	-22
C=CCNC(=S)N1CCN(c2cccc(C(F)(F)F)c2)CC1
 : i	-14
Clc1ccccc1OCc1nnc2n1CCCCC2
 : i	-7
C=CCNC(=S)Nc1cccc2ccccc12
 : i	-3
Cc1c(Br)ccc(NC(=O)Cn2nc(-c3cccs3)ccc2=O)c1C
 : i	0
O=C(COc1ccccc1F)NCC(c1ccc(F)cc1)N1CCOCC1 (configuration not stated)
 : /	-76
CCOc1ccc2nc(N(CCCN(C)C)C(=O)c3ccc(S(=O)(=O)N4CCc5ccccc5C4)cc3)sc2c1
 : i	-11
CC1CCN(c2ccc3nnc(CCC(=O)Nc4ccc(F)c(F)c4)n3n2)CC1
 : i	-28
O=C(NC(Cc1ccccc1)C(=O)N1CCN(c2ccccn2)CC1)c1ccco1 (configuration not stated)
 : i	-36
COC(=O)c1cc(C(=O)OC)cc(N2C(=O)CN=C2Nc2nc(C)cc(C)n2)c1
 : i	-23
COC(=O)[C@H](Cc1c[nH]c2ccccc12)NC(=O)Nc1ccccc1OC
 : i	0
Cc1ccccc1NC(=O)COC(=O)c1ccc(S(C)(=O)=O)c([N+](=O)[O-])c1
 : i	1
CN1CCN(NC(=O)c2ccc(Cl)c(S(=O)(=O)Nc3ccc(Cl)cc3)c2)CC1
 : i	-12
Nc1c(C(=O)N2CCCCC2)sc2nc3c(cc12)CCCC3
 : i	-44
COc1cc(CC(=O)N/N=C/c2ccccc2)c([N+](=O)[O-])cc1OC
 : i	-9
Cc1ccc(S(=O)(=O)N2[C@@H](c3cccc(C)c3)C(C(=O)O)=C[C@H]2C(C)(C)C)cc1
 : /	-7
CCOC(=O)[C@H]1[C@H]2COc3ccc(Br)cc3[C@@H]2N2C(=O)CN(Cc3ccco3)C(=O)[C@@]12C
 : /	-26
COC(=O)c1cnn(-c2nc(OC)cc(OC)n2)c1C
 : i	-5
CC(=O)NC(NC(C)=O)c1ccc(Br)cc1
 : i	-10
C=C[C@@H]1c2cccc(C)c2N(S(=O)(=O)c2ccc(C)cc2)[C@H](c2ccccc2)C1(C#N)S(=O)(=O)c1ccccc1 (some centres not stated)
 : /	-4
COc1ccc(CCNC(=O)C/C(C)=N/NC(=O)C(c2ccccc2)c2ccccc2)cc1OC
 : i	-21
CC1CC(N(C(=O)c2ccccc2Cl)c2ccccc2)c2ccccc2N1 (configuration not stated)
 : i	-45
COC(=O)CC1COc2ccccc2N1C(=O)/C=C/c1ccccc1 (configuration not stated)
 : i	-18
Cc1cc2ncc(S(C)(=O)=O)c(N)n2n1
 : i	-8
CSc1nc2sccc2c(=O)[nH]1
 : i	5
Cc1cc(Nc2ccccc2)n(-c2ccc(Br)cc2)n1
 : i	-28
Cc1ccc(NC(=O)CN2CCN(C)CC2)cc1S(=O)(=O)N1CCOCC1
 : i	-12
O=C1c2cccc(O)c2C(=O)c2c(O)cc(CO)cc21
 : i	10
CCCCC(=O)Nc1ccc(C(=O)N2CCC(C(=O)OCC)CC2)cc1
 : i	-14
Cc1ccc(C)c(OCC(O)CNC2CCCC2)c1 (configuration not stated)
 : i	-23
COC(=O)Oc1c(Br)c(=O)oc2ccccc12
 : i	-15
Cc1ccc(S(=O)(=O)N2CCN(CC(=O)N/N=C/c3ccccc3OCC(=O)O)CC2)cc1
 : i	-7
CC(=O)Nc1cc2c(cc1NC(=O)Cn1nc(-c3ccccc3)ccc1=O)OCCO2
 : i	-15
COc1ccc(C(=O)COC(=O)C(C)N2C(=O)C3C4CCC(C4)C3C2=O)cc1 (configuration not stated)
 : i	-19
Cc1ccc(OCC(O)CN2CCN(c3ccccn3)CC2)c(C)c1 (configuration not stated)
 : i	-21
CCN(C[C@H]1N[C@@](C)(C(=O)OC)[C@H]2C(=O)N(Cc3ccccc3)C(=O)[C@@H]12)C(=O)COC
 : /	5
CCOC(=O)C1CCN(C(=O)c2cccnc2)CC1
 : i	-12
COc1ccc(-c2noc(CN3CCCCC3)n2)cc1OC
 : i	-31
O=C(COC(=O)c1ccc(O)cc1)Nc1ccccc1
 : i	-4
COC(=O)c1cccc(S(=O)(=O)N2CCCC2)c1
 : i	-13
Cc1cccc2nc(CSc3nnnn3-c3ccccc3)cn12
 : i	-22
COc1cc(/C=N/NC(=O)c2ccc3c(c2)OCCO3)c(Br)c(Br)c1O
 : i	4
Cc1ccc(-n2nc3c(c2NC(=O)c2ccc4c(c2)OCO4)CS(=O)C3)cc1 (configuration not stated)
 : i	-14
Cc1nc([N+](=O)[O-])cn1CC(=O)c1ccc(F)cc1
 : i	0
CCc1ccccc1NC(=O)Cn1c(=O)n(-c2ccc(CC(=O)NCC3CCCO3)cc2)c(=O)c2ccccc21 (configuration not stated)
 : i	-17
COc1ccc(CCNC(=O)CSCc2c(F)cccc2Cl)cc1OC
 : i	-18

Later entries
Every second line gives: CHT PAM	OX1R antag
Cc1cc(SCC(=O)N(C)C2CCS(=O)(=O)C2)nc2c(C)cccc12 (configuration not stated)
 : i	-27
CCN(CC)c1ccc(NC(=O)CCCCCN2C(=O)c3ccccc3C2=O)cc1
 : i	-35
CCSc1nc2sc3c(c2c(=O)n1-c1ccccc1)CCN(C)C3
 : i	-30
Cc1ccc(Cn2c(/C=C/c3ccco3)nc3ccccc32)cc1
 : i	-28
COC(=O)C1=C(C(=O)OC)C2(OC1c1ccc(Br)cc1)C(=O)c1ccccc1C2=O (configuration not stated)
 : i	-36
O=C(/C=C/c1ccc(OCc2cccc(Cl)c2)cc1)N1CCOCC1
 : i	-4
Cc1ccc(N=Cc2c(O)n(C)c(=O)n(C)c2=O)nc1
 : i	-11
O=C(NCCc1ccccc1)c1cc(S(=O)(=O)N2CCOCC2)ccc1F
 : i	-24
O=C(CN1C(=O)c2ccccc2C1=O)N1CCN(c2nnc(-c3ccccc3)c3ccccc23)CC1
 : i	-8
CC(=O)NCC(=O)OCc1ccc([N+](=O)[O-])cc1
 : i	0
O=C(NCCNC(=O)c1ccccn1)c1cccc(F)c1
 : i	-4
O=C(O)/C(=C\c1ccc(Cl)c([N+](=O)[O-])c1)c1ccc(S(=O)(=O)N2CCCC2)s1
 : /	-39
O=C(CCl)Nc1cccc(S(=O)(=O)N2CCCCCC2)c1
 : i	-14
CN(Cc1ccccc1)c1ccc(C(CC(N)=O)NC(=O)c2ccccc2)cc1[N+](=O)[O-] (configuration not stated)
 : i	2
CCc1cccc(NC(=O)CCNS(=O)(=O)c2ccc3[nH]c(=O)oc3c2)c1
 : i	0
CCn1c(=O)c2ccccc2n2c(SCC(=O)NCc3cccs3)nnc12
 : i	-17
Cn1nnnc1SCC(=O)Nc1ccccc1-c1ccccc1
 : i	-15
COc1cccc(-c2nnc3sc(-c4ccco4)nn23)c1
 : i	-10
Cc1cc(SCC(=O)OCC(=O)c2c(N)n(C)c(=O)n(C)c2=O)c(C)cc1Br
 : i	-22
O=C(COc1ccc(S(=O)(=O)N2CCOCC2)cc1Cl)NCc1ccco1
 : i	-1
CCCCC1C(C#N)=C(C)NC2=C1C(=O)CC(C)(C)C2 (configuration not stated)
 : i	-28
